Bioassay records as filed in PubChem BioAssay.
bCat nuc transl – beta-catenin nuclear translocation modulation; 190,000 tested, 0.3% active; nuclear translocation activity, % at 5 µM; HeLa beta-catenin nuclear translocation, immunofluorescence imaging;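 active means nuclear translocation activity above 50% at 5 µM, with a well cell count of 50 or more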;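 further: per-cell ratio of nuclear to cytoplasmic median beta-catenin stain intensity; plate controls were DMSO negative control for no effect and GSK-3 inhibitor IX positive control for full effect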
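assay system = human HeLa cells, endogenous beta-catenin | times = compound treatment 24 h, 37°C, 5% CO2 | detection = Anti-beta-catenin immunofluorescence on PFA-fixed, Triton-permeabilized cells, DAPI nuclei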
K1F lysis inhibition – inhibition of K1F phage lysis, E. coli UTI89, bacterial capsule biogenesis inhibitors, alamar blue (AID 488966); 340,000 tested, 0.02% active; E. coli UTI89 K1F phage lysis, alamar blue, 2 h; higher % means a stronger effect; inhibition, % at 100 µM; hits with a dose series show IC50 in µM;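 active means phage lysis inhibition, versus mean bacterial control, above a set limit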;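 further: capsule biogenesis inhibitors block K1F phage lysis so surviving cells raise fluorescence; higher fluorescence means more inhibition of phage lysis; actives were called in the ten point dose series up to 300 µM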
MT stabilizer – stabilizes microtubules in HeLa cells. HeLa tubulin immunostaining HCS, 24 h; share of cells brighter than vehicle mean+2SD. % tubulin-high responders, % at 10 µM. 200,000 tested, 0.83% active;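 active means plate Z-score above 3 for both tubulin-high and condensed-nucleus cell shares, with cell loss under 80%, at 10 µM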;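 further: anti alpha tubulin signal scored within the nucleus-defined area of each cell; some results filed as inactive read as strong as hits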
M1AAP inhibition – malaria alanyl aminopeptidase activity blockers – biochemical, fluorogenic H-Leu-NHMec substrate, 1536-well (AID 1445) | recombinant M1AAP, H-Leu-NHMec fluorogenic kinetic assay; higher % means a stronger effect | 220,000 tested, 0.42% active | inhibition, % at 30 µM; hits with a dose series show IC50 in µM;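 active means primary inhibition above the hit cutoff, then over 50% inhibition at one or more dose response concentrations, cut at about 23% in these data, passing the limit was not always enough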;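 further: plate controls were DMSO full reaction for no effect and no enzyme background for full effect; strong numbers were not always called active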
Ins promoter up – MIN6 insulin promoter up-regulation | 190,000 tested, 0.3% active | z-score at 5 µM | MIN6 insulin promoter-GFP reporter, high-content imaging; hits give high values;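 active means z-score above 3 at 5 µM with at least 500 cells counted in the well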
ER stress rescue – rescue of cells from ER stress-induced death, primary screen, 384-well, CSM14.1, thapsigargin, ATP luminescence (AID 1222). one-dose cellular ATP content (survival), % at 20 µM; EC50 in µM for titrated hits. 190,000 tested, under 10 active. CSM14.1 thapsigargin-induced death rescue, ATP luminescence; higher % means a stronger effect;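 active means EC50 below 50 µM in the dose-response confirmation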;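 further: death triggered by thapsigargin at about 15 µM added after 2 h compound pretreatment; cell ATP read after overnight thapsigargin exposure of roughly 18 to 22 hours; normalized against plate controls of thapsigargin alone and 5% DMSO vehicle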
M17LAP inhibition – P. falciparum M17LAP inhibitors, primary screen, biochemical, fluorogenic H-Leu-NHMec substrate, 1536-well (AID 1619). recombinant M17LAP, H-Leu-NHMec fluorogenic kinetic assay; higher % means a stronger effect. inhibition, % at 30 µM; hits with a dose series show IC50 in µM. 220,000 tested, 0.38% active;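 active means compound inhibiting the enzyme by more than half at any dose during confirmatory dose-response retesting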;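 further: plate controls were full reaction with DMSO carrier for no effect and no enzyme background for full effect; strong numbers were not always called active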
Dynein transport – blocks dynein driven cargo transport along microtubules. 3617.4 mouse cells, GR-EGFP nuclear translocation imaging; test concentration mostly 20 µM; stimulated with dexamethasone, 1 µM; hits give low values. z-score, hits read low. 220,000 tested, 0.47% active. AID 1381;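 active means plate z-score of nuclear minus cytoplasmic receptor signal below a set negative limit, without overly bright fluorescence or cell loss, cut at about -3.5 in these data, passing the limit was not always enough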;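 further: z-score of nuclear minus cytoplasmic ring GR-EGFP intensity difference per well; some compounds called inactive have numbers as strong as hits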
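Schedule: 48 h induction, then 1 h compound, then 30 min agonist, 37 °C. Buffer or medium: tetracycline-free induction medium containing charcoal-stripped FBS. Reagent: 1.0 µM final dexamethasone stimulus. Evaluation: nuclear versus cytoplasmic GR-EGFP signal, averaged per well. Signal: high-content fluorescence imaging after fixation.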
Autophagy mod – modulators of autophagy; MEF GFP-LC3 puncta imaging; test concentration mostly 10 µM; calls only at 10 µM (by protocol); 190,000 tested, 0.98% active; AID 463193;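 active means percentage of spot-positive cells more than 3 SD above its plate mean, without a fluorescence outlier flag or 80% toxicity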;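 further: spot-positive cell cutoff set from DMSO-treated cells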
Dynein transport cytoplasmic EGFP – recorded beside Dynein transport, whose call it bears; z-score; measured here: cytoplasmic GR-EGFP intensity; hits give high values
Dynein transport nuclear GR-EGFP – further read-out of Dynein transport, marked with its call; z-score; measured here: nuclear GR-EGFP intensity;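 lower value marks the stronger effect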
Dynein transport cell count – recorded beside Dynein transport, whose call it bears; z-score; measured here: cell count per field
Ins promoter up cell count – further read-out of Ins promoter up, marked with its call; cell count; measured here: cytotoxicity, nuclei count;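 total cells summed across four imaged fields per well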
bCat nuc transl cell count 5 µM – further read-out of bCat nuc transl, marked with its call; cell count; measured here: cell count, cytotoxicity flag
MT stabilizer Hoechst-high % – also measured in MT stabilizer; calls as there; % Hoechst-high responders; measured here: nuclear condensation Hoechst responders;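 share of cells brighter than vehicle mean plus two SD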
MT stabilizer cytotoxicity % – recorded beside MT stabilizer, whose call it bears; toxicity, %; measured here: cytotoxicity by cell density;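 0% = mean cell density of plate MIN control wells and 100% = no cells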
Autophagy mod cell loss 18 h – recorded beside Autophagy mod, whose call it bears; toxicity, %; measured here: cell loss, nuclei count;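 cell loss after 18 h compound exposure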
* hit, by the source's call; i = inactive; · = no result given; [ ] = dose if it differs, or a comment. Rows are unselected. Share with any hit: about 2.9%.

SMILES	bCat nuc transl	bCat nuc transl cell count 5 µM	K1F lysis inhibition	MT stabilizer	MT stabilizer Hoechst-high %	MT stabilizer cytotoxicity %	M1AAP inhibition	Ins promoter up	Ins promoter up cell count	ER stress rescue	M17LAP inhibition	Dynein transport	Dynein transport cytoplasmic EGFP	Dynein transport nuclear GR-EGFP	Dynein transport cell count	Autophagy mod	Autophagy mod cell loss 18 h
CCn1nnc(NC(=O)c2ccccc2Br)n1	·	·	2.1%	5.7	2.2	6.8	10%	-0.86	1219	-0.6%	0%	1.2	-0.16	0.48	-0.45	i	4
Cc1cc2nc(CCN(Cc3cccnc3)C(=S)Nc3ccccc3)[nH]c2cc1C	5.4	1022	4.5%	2.5	1.5	7.8	4%	-0.54	1580	-1.6%	-8%	-0.41	-0.17	-0.39	-1.1	i	-18
O=C1CC(c2ccccc2)CC(O)=C1C=NC1CCCC1 (stereo unspecified)	-0.7	1309	0.2%	2.1	0.9	4.7	5%	0.24	1520	-2.5%	0%	0.51	-0.2	0.83	-0.56	i	18
Cc1cc(C)n(-c2nc3ccccc3nc2Nc2ccc(CC(=O)O)cc2)n1	·	·	-0.9%	2.9	1.2	3.7	14%	-0.61	919	1.2%	11%	-0.66	-0.18	-0.31	-0.021	·	·
CCN(CC(=O)Nc1ccc2c(c1)OC(F)(F)O2)Cc1nc2ccccc2c(=O)[nH]1	-1.6	1227	0.3%	2.5	1.3	11	15%	·	·	-2.1%	6%	2.4	0.34	1.9	-1.7	i	-16
CN(C)S(=O)(=O)c1cccc(NC(=S)N/N=C/C2CC=CCC2)c1 (stereo unspecified)	0.3	1077	-0.1%	1.7	2.0	0.1	0%	-0.32	1264	-0.8%	9%	1.5	-0.2	1.1	-1.3	i	-4
CC(=O)c1c(C)[nH]c(C(=O)COC(=O)C2CC2)c1C	-3.0	1052	0.1%	2.6	2.6	6.1	8%	0.22	1242	0.7%	13%	-0.39	-0.2	-0.29	0.26	i	-4
Cc1cc(C)cc(OCC(=O)OCC(=O)NCc2cccs2)c1	-1.3	1074	0.0%	2.3	2.5	10	8%	0.58	1558	-5.2%	-8%	1	-0.056	0.64	-1.4	i	10
O=[n+]1c2c(n([O-])c3cc(F)c(N4CCCC4)cc31)CCCC2	-2.0	949	-1.0%	2.8	1.7	13	5%	0.26	1423	-0.7%	27%	-0.32	-0.34	-0.3	0.91	i	10
CC(C)C(C(=O)Nc1ccc2c(c1)OCCOCCOCCOCCO2)N1C(=O)c2ccccc2C1=O (stereo unspecified)	-0.5	1042	0.4%	2.1	2.5	5.3	5%	0.33	1264	2.5%	0%	0.41	-0.3	-0.14	-1.3	i	-2
CC(C)CNC(=O)COC(=O)CCC(=O)c1cccs1	0.1	1105	0.0%	4.5	1.7	7.0	2%	-0.04	1540	-0.8%	5%	0.46	-0.23	0.1	-0.15	i	15
O=C(/C=C/c1ccccc1)N1CCN(CCN2C(=O)c3cccc4cccc(c34)C2=O)CC1	-0.5	1106	0.2%[50 µM]	1.2	1.6	12	13%	-1.4	1272	4.2%	0%	1.1	-0.13	0.85	-1.1	i	2
CCCc1cc2c(=O)c(-c3cscn3)c(C(=O)OCC)oc2cc1O	-1.7	1016	1.0%	2.2	1.7	12	3%	-0.25	1271	-1.4%	1%	-0.88	-0.32	-0.48	0.69	i	-1
O=C(Nc1nccs1)c1ccccc1N=Cc1ccccc1	·	·	0.3%	3.4	2.1	6.7	10%	·	·	0.6%	-46%	-0.73	-0.23	-0.9	1.5	i	-2
O=C(Nc1ccccc1N1CCCC1)c1ccco1	-1.8	952	-6.1%	2.7	1.5	2.8	3%	0.46	1378	-0.2%	3%	2.7	-0.19	0.89	-0.84	i	0
Clc1ccc(Cn2ccc(-c3ccc4c(c3)OCO4)n2)cc1Cl	·	·	0.2%	1.3	2.2	7.1	-3%	·	·	0.3%	-11%	-0.081	-0.25	-0.34	0.25	i	-1
Cc1ccc(/C=C/C(=O)NCc2ccco2)o1	-3.4	553	·	3.2	3.0	4.5	6%	-0.42	1314	-1.6%	15%	-0.43	-0.22	-0.29	0.41	i	13
O=C(Cn1cnc2ccccc2c1=O)c1ccccc1	-0.6	1167	0.0%	4.0	2.9	6.1	3%	·	·	-2.6%	10%	-0.1	-0.26	0.052	0.42	i	-11
COCCCn1c(N)c(-c2nc3ccccc3n2C)c2nc3ccccc3nc21	-4.3	1095	12%	1.8	1.9	11	5%	0.41	751	0.7%	-11%	-0.79	-0.059	-0.38	1	i	-6
Fc1ccccc1/C=N/Nc1nc(N2CCCCC2)nc(N2CCCCC2)n1	0.7	1607	0.5%	3.4	1.6	0.6	-9%	0.33	1103	1.9%	4%	1.3	-0.094	0.96	-1.8	i	-1
Cc1c(Cc2ccccc2)c(=O)n2c([nH]c3ccccc32)c1C#N	1.8	1281	0.2%	·	·	·	2%	-0.41	977	·	8%	-0.21	-0.25	0.55	-0.87	·	·
O=C(Cc1ccccc1F)Nc1ccc(Cl)nc1	-4.6	514	0.0%	3.8	2.7	5.7	1%	·	·	-3.8%	9%	-0.17	-0.14	-0.33	0.31	i	1
Cc1ccccc1NC(=S)NNC(=O)c1ccncc1	-0.8	1480	0.8%	1.1	2.4	7.2	6%	-0.05	1455	-0.2%	21%	0.3	-0.23	-0.25	0.71	i	8
CCN(Cc1ccccc1)C(=O)c1c[nH]c2ccc(S(=O)(=O)N(C)CCC#N)cc2c1=O	-0.2	512	0.4%[50 µM]	5.4	4.0	3.9	9%	-0.15	1277	-3.8%	-25%	-0.34	0.41	0.85	0.44	i	18
CCOC(=O)c1c(N)sc(C(=O)N2CCCC2)c1C	-4.4	1227	0.2%	2.1	1.7	5.6	-1%	0.41	841	-2.5%	4%	-0.23	-0.08	0.2	0.42	i	-2
Continued.
SMILES	bCat nuc transl	bCat nuc transl cell count 5 µM	K1F lysis inhibition	MT stabilizer	MT stabilizer Hoechst-high %	MT stabilizer cytotoxicity %	M1AAP inhibition	Ins promoter up	Ins promoter up cell count	ER stress rescue	M17LAP inhibition	Dynein transport	Dynein transport cytoplasmic EGFP	Dynein transport nuclear GR-EGFP	Dynein transport cell count	Autophagy mod	Autophagy mod cell loss 18 h
Cc1cc(NC(=O)CSc2nnc3c(C)cc4cc(C)c(C)cc4n23)no1	1.1	764	0.4%	3.4	3.3	16	2%	-0.53	1211	-2.0%	2%	2.2	-0.17	2.3	-2.1	i	41
COc1ccc(Nc2nnc(SCC(=O)/C=C3/N(C)c4ccccc4C3(C)C)s2)cc1	·	·	6.1%	1.3	1.8	0.3	10%	-4.8	549	-1.7%	21µM*	0.064	-0.16	-0.29	0.66	i	11
Cc1ccc(S(=O)(=O)NCc2ccc(C(=O)N3CCN(c4ccccn4)CC3)cc2)cc1	-2.0	930	-0.7%	3.8	2.3	9.2	1%	-2.3	1169	-1.1%	-4%	0.16	-0.49	0.0014	-0.081	i	5
CCCCCNCc1ccc(Cl)cc1	-0.7	982	0.1%	1.5	1.6	1.7	-1%	-0.34	1115	-0.9%	-1%	0.49	-0.19	0.34	0.24	i	16
Cc1cc(C)cc(N(CC(=O)O)S(=O)(=O)c2c(C)[nH]c(=O)[nH]c2=O)c1	-0.5	1159	1.4%	3.5	2.1	5.9	13%	-0.47	1383	0.6%	9%	-0.69	-0.29	-0.3	0.86	i	-26
COc1ccc(N(CN2C(=O)c3ccccc3C2=O)C(=O)C(C)C)cc1	-3.7	783	6.1%	2.0	1.5	12	4%	3	1214	-0.8%	5%	-0.069	-0.26	0.064	1.6	i	-3
CCN(CC)c1ncnc2c1ncn2Cc1c(Cl)cccc1Cl	-1.8	1205	5.3%	3.0	1.2	2.7	-1%	-1.1	1069	0.3%	-6%	0.26	-0.28	-0.15	0.41	i	0
O=C(CSCc1ccccc1)Nc1ccc2c(c1)C(=O)NC2=O	-2.1	990	0.5%	4.1	1.2	6.1	0%	1.1	1641	4.2%	5%	0.15	-0.22	0.28	-0.45	i	-14
O=C(NNc1ccc(Cl)cc1)C1CCC1	-4.0	1168	0.7%	·	·	·	11%	-0.55	1530	·	-3%	-0.013	-0.23	-0.13	-0.14	·	·
Cc1[nH]nc2c1C(=O)CC(C)(C)C2	0.8	1007	0.3%	1.9	4.4	12	-2%	1.3	1025	·	0%	-0.44	-0.27	-0.06	0.77	i	-3
CC(O)C(=O)N/N=C/c1cccc(Cl)c1Cl (stereo unspecified)	7.4	806	0.1%	3.5	3.7	9.4	0%	-0.8	1664	-1.4%	13%	-0.33	-0.18	0.3	0.43	i	-35
COc1cccc(-c2n[nH]c3c2CCC3)c1	2.3	1030	-0.1%	3.5	3.1	1.6	-4%	-0.28	988	1.6%	10%	0.12	-0.22	0.013	-0.14	i	14
COc1ccc(Cn2c(=O)[nH]c3cc(C(=O)N4CCN(c5ccccn5)CC4)ccc3c2=O)cc1	0.9	1094	0.1%	1.7	1.6	8.7	-9%	-0.16	1093	0.6%	-2%	1.2	-0.0025	0.77	-1.6	i	-7
